Runt-CBFb FRET: inhibitors of RUNX1 Runt–CBFb binding, primary screen, biochemical, FRET, Cerulean-Runt, Venus-CBFb, uHTS. Runt-related transcription factor 1 (Homo sapiens) + Core-binding factor subunit beta …. inhibition, % at 20 µM. Cerulean-Runt/Venus-CBFb FRET ratio 530/480, 1 h. 0.46% of 220,000 active;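 active = inhibition over about 50% at 20 µM in the single-dose screen, limit read from the data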;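 also: 0% = DMSO wells and 100% = excess unlabeled CBFb competitor control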
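test system = Cerulean-tagged RUNX1 Runt domain (FRET donor) fusion protein | reagent = Venus-CBFb binding partner, 100 nM | incubation = protein complex preformed 1 h, compound exposure 1 h, room temperature, dark | detection = FRET fluorescence | read-out basis = loss of energy transfer signal | controls = 5 µM unlabeled CBFb as full-inhibition high control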
Runt-SMMHC FRET: inhibitors of RUNX1 Runt–CBFb-SMMHC binding, primary screen, biochemical, FRET, Cerulean-Runt, Venus-CBFb-SMMHC, uHTS; Runt-related transcription factor 1 (Homo sapiens) + Core-binding factor subunit beta …; Cerulean-Runt/Venus-CBFb-SMMHC FRET ratio 530/480, 1 h; inhibition, % at 20 µM; 0.74% of 220,000 active;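 active = mean inhibition across duplicate retests at 20 µM reaching about 50%, limit read from the data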;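 also: 0% = DMSO wells and 100% = wells with excess untagged CBFb-SMMHC; inhibitors lower the FRET ratio by blocking Runt binding to CBFb-SMMHC; some results filed as inactive read as strong as hits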
Calpain2 inh: inhibitors of pig calpain II, primary screen, biochemical, fluorogenic peptide substrate, 1536-well. purified calpain II, 30 min. inhibition, % at 16 µM. AID 1236, 2008. 0.37% of 220,000 active;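 active = inhibition above about 50%, limit read from the data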
RBBP9 inhibitor: human RBBP9 inhibitors, primary screen, biochemical, fluorescence polarization, FP-Rh probe, HTS; recombinant RBBP9; Serine hydrolase RBBP9 (Homo sapiens), O75884; 0.2% of 220,000 active; inhibition, % at 7.94 µM;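 active = inhibition above the campaign mean of all tested compounds plus 3 SD, cut at about 14% in these data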;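 also: plate controls were DMSO wells with RBBP9 for no effect and wells lacking RBBP9 protein for full effect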
Target sequence (O75884 whole entry, looked up): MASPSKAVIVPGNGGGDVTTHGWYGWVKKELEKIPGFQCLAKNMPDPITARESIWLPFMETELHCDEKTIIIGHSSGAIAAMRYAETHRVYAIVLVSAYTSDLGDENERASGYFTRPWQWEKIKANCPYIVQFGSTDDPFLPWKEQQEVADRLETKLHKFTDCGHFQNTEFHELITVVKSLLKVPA
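system = RBBP9 protein | input = RBBP9 at 2.5 µM in dispensed solution, before mixing | measured by = fluorescence polarization (mP), excitation 525 nm, emission 598 nm | incubation = enzyme-compound preincubation 30 min, then probe labeling 45 min, 25 °C | buffer or medium = Tris-NaCl-Pluronic buffer, pH 8.0 | compound = single dose 7.94 µM | also added = FP-Rh probe, 375 nM dispensing solution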
p47phox inh: p47phox/p22phox peptide binding inhibitors, primary screen, biochemical, uHTS, NADPH oxidase regulatory subunit. 0.53% of 220,000 active. inhibition, % at 24.7 µM. fluorescence polarization, 2 h. Neutrophil cytosol factor 1 (Homo sapiens), P14598;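 active = inhibition above about 30%, limit read from the data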;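 also: 0% = p47phox with labelled peptide and 100% = labelled peptide alone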
Target sequence (P14598 whole entry, looked up): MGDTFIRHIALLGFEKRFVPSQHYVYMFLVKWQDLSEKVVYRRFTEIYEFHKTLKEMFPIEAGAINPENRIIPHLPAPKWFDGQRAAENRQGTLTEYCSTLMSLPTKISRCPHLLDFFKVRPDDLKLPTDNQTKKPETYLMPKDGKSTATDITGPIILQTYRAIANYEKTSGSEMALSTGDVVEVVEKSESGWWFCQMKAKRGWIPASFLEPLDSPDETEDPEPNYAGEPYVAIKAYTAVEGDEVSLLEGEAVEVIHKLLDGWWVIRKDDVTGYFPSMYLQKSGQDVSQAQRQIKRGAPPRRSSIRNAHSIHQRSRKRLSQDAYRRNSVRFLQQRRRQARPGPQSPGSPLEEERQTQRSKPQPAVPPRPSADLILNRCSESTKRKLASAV
Furin inh: human furin inhibitors, primary screen, biochemical, fluorescence intensity; purified furin, fluorogenic substrate cleavage; AID 463115, 2010; 0.061% of 220,000 active; inhibition, % at 30 µM; P09958; in the data active = inhibition above about 25%; also: inactives centre near -15
p97 inhibitor: inhibitors of human p97 ATPase, primary screen, biochemical; Transitional endoplasmic reticulum ATPase (Homo sapiens), P55072; recombinant p97 ATPase, Kinase-Glo ATP luminescence, 3 h; inhibition, % at 8 µM; 0.42% of 220,000 active; in the data active = inhibition above about 15%;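 also: 0% = DMSO vehicle and 100% = wells lacking enzyme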
EBV gp42 inh: Epstein-Barr virus gp42 inhibitors, primary screen, biochemical, uHTS, fluorescence polarization | inhibition, % (tested at 21.74 µM) | 0.42% of 220,000 active | Glycoprotein 42 (Epstein-Barr virus (strain AG876)), Q1HVG2 | Fluorescence polarization binding assay, mP read-out; in the data active = inhibition above about 50%
Target sequence (Q1HVG2 whole entry, looked up): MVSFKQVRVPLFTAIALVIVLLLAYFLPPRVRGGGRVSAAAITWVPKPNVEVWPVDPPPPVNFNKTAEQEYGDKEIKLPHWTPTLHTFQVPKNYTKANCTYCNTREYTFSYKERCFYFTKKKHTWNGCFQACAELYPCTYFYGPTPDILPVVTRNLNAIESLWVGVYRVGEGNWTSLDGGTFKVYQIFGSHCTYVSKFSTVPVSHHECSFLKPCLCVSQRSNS
TbHK1 inh: Trypanosoma brucei hexokinase 1 inhibitors, primary screen, biochemical, G6PDH-coupled NADH absorbance, MLSCN library. 0.11% of 220,000 active. hexokinase 1 [Trypanosoma brucei]. inhibition, % at 10 µM. recombinant TbHK1, G6PDH-coupled NADH A340;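 active = inhibition of 50% or more in the single-dose primary screen; inactive = inhibition below 50%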
Numbers without * were called inactive; i = inactive; x = no result given; & = joins results of further samples; [ ] = remark or other dose.

no. | Structure | Runt-CBFb FRET | Runt-SMMHC FRET | Calpain2 inh | RBBP9 inhibitor | p47phox inh | Furin inh | p97 inhibitor | EBV gp42 inh | TbHK1 inh
1 | CCn1c(CC(=O)Nc2ccc(C)cc2)n[nH]c1=S | 4.3 | 0.8 | -6.9 | -2.8 | 1.1 | -16.3 | 0.5 | 5.9 | -1.4
2 | CCS(=O)(=O)c1ccc(C(=O)NC2CC2)c(Cl)c1Cl | -1.2 | 1.9 | 9.2 | -6.1 | -15.6 | -8.2 | 1.8 | 4.3 | 8.6
3 | Cc1onc(-c2ccccc2Cl)c1C(=O)Nc1nnc(-c2ccc(Cl)cc2Cl)s1 | -1.8 | -1.0 | -44.5 | -9.9 | -17.3 | -36.1 | 5.8 | -2.2 | -20.1
4 | Cn1c(COc2ccccc2)nnc1SCCSc1nnc(COc2ccccc2)n1C | -1.6 | 1.7 | 12.4 | -4.1 | 12.3 | -12.7 | -7.1 | 4.7 | 5.0
5 | CCOc1ccc(N(CC(=O)Nc2cccc(C)c2C)S(=O)(=O)c2c(C)[nH]c(=O)[nH]c2=O)cc1 | 1.8 | -2.4 | -7.2 | -2.6 | -9.1 | -15.4 | -0.9 | -5.4 | 0.0
6 | CCOC(=O)C1CCN(C(=O)CCNC(=O)c2cc(OC)c(OC)c(OC)c2)CC1 | -0.3 | 6.0 | -7.1 | -10.2 | -10.6 | -31.5 | 3.7 | -17.0 | 4.8
7 | Cc1ccccc1NC(=O)/C(=C\c1cccs1)NC(=O)c1ccccc1 | -1.6 | 2.8 | 21.0 | 2.3 | 9.2 | -8.7[20 µM] | 2.9 | -8.7 | -22.8
8 | C/C(=N/NC(=O)c1ccc2c(c1)OCCO2)c1ccc([N+](=O)[O-])cc1 | 0.3 | -0.1 | -20.7 | -0.4 | -2.8 | -38.3 | 2.5 | -4.5 | -28.5
9 | CCC(=O)Nc1nc2c(OC)ccc(C)c2s1 | -2.9 | 0.4 | -28.4 | -5.0 | -4.0 | -26.3 | 3.0 | -3.6 | 0.0
10 | CC(C)CC(NC(=O)OC(C)(C)C)c1cn([C@@H](CCC(=O)OC(C)(C)C)C(=O)N2CCN(C(=O)OC(C)(C)C)CC2)nn1 (stereo not given in full) | -12.5 | -2.0 | 4.3 | -0.1 | -4.3 | -20.0 | -1.9 | -3.4 | -12.0
11 | Cc1cccc(Cn2c(C(C)O)nc3ccccc32)c1 (stereo not given) | 0.9 | -0.5 | -8.1 | -5.0 | -3.3 | -18.3[20 µM] | 3.4 | -18.4 | 0.1
12 | CC1CCC(NC(=O)CN2CCCN(Cc3ccc(F)cc3Cl)C2=O)CC1 (stereo not given) | -0.7 | 3.5 | 15.6 | -0.1 | -4.2 | -24.9 | -8.5 | -19.4 | -1.0
13 | CCOC(=O)C1(Cc2ccccc2)CCCN(Cc2ccc(OCC)c(CO)c2)C1 (stereo not given) | -0.7 | -0.7 | -5.1 | -0.3 | -6.2 | -19.5 | -5.6 | -8.9 | -5.2
14 | C#C[C@]1(O)CC[C@H]2[C@@H]3CCc4cc(OC)ccc4[C@H]3CC[C@@]21C | -0.9 | 0.6 | -4.9 | -2.3 | -11.1 | -9.3 | 4.9 | -2.3 | 0.8
15 | CCN(CCn1cccn1)Cc1ccccc1OCC(O)CN1CCc2ccccc2C1 (stereo not given) | 0.4 | -4.1 | 0.7 | -13.2 | 2.9 | -9.8 | -3.1 | 4.5 | -11.3

3 structures from above, ordered by number of heavy atoms, falling:
no. | Structure | Runt-CBFb FRET | Runt-SMMHC FRET | Calpain2 inh | RBBP9 inhibitor | p47phox inh | Furin inh | p97 inhibitor | EBV gp42 inh | TbHK1 inh
4 | Cn1c(COc2ccccc2)nnc1SCCSc1nnc(COc2ccccc2)n1C | -1.6 | 1.7 | 12.4 | -4.1 | 12.3 | -12.7 | -7.1 | 4.7 | 5.0
13 | CCOC(=O)C1(Cc2ccccc2)CCCN(Cc2ccc(OCC)c(CO)c2)C1 (stereo not given) | -0.7 | -0.7 | -5.1 | -0.3 | -6.2 | -19.5 | -5.6 | -8.9 | -5.2
11 | Cc1cccc(Cn2c(C(C)O)nc3ccccc32)c1 (stereo not given) | 0.9 | -0.5 | -8.1 | -5.0 | -3.3 | -18.3[20 µM] | 3.4 | -18.4 | 0.1

Further compounds
no. | Structure | Runt-CBFb FRET | Runt-SMMHC FRET | Calpain2 inh | RBBP9 inhibitor | p47phox inh | Furin inh | p97 inhibitor | EBV gp42 inh | TbHK1 inh
16 | COc1ccc(C(=O)Nc2ccccc2C(=O)O)cc1NC(=O)C(c1ccccc1)c1ccccc1 | -5.1 | -6.6 | -37.6 | -17.6 | -34.5 | 3.0 | -1.1 | -4.3 | 17.5
17 | CCC(Oc1ccccc1)C(=O)N1CCN(C(=O)C(CC)Oc2ccccc2)CC1 (stereo not given) | 1.1 | 0.2 | 22.2 | -5.8 | 0.8 | -21.0[20 µM] | -1.2 | 6.0 | 19.8
18 | O=C(NCc1ccco1)C1Cc2ccccc2CN1S(=O)(=O)c1ccccc1F (stereo not given) | x | x | x | -6.3 | x | -12.9[20 µM] | -2.5 | x | 4.5
19 | COc1cc(Cn2c(-c3ccc(O)c(OC)c3)nc3ccccc32)ccc1O | 2.1 | -0.3 | -23.8 | -2.7 | -4.2 | -18.1 | 9.1 | 7.0 | -14.5
20 | CCOC(=O)C1CCN(S(=O)(=O)c2ccc(-c3cc(C(F)(F)F)n(C)n3)s2)CC1 | -6.7 | -3.4 | -9.0 | -6.3 | -4.0 | -8.8 | 0.1 | -0.6 | -12.7
21 | CCN1C(=O)CC(N2CCOCC2)C1=O (stereo not given) | -2.9 | 0.4 | 31.4 | -3.2 | -6.8 | -21.4[20 µM] | 3.3 | -17.8 | -0.4
22 | CN(C)S(=O)(=O)N1CCC(Oc2ccc(C(=O)NCc3cnn(C)c3)cc2)CC1 | 1.1 | -5.4 | -4.1 | 0.0 | -1.5 | -10.4 | 0.4 | -9.3 | -4.4
23 | S=C(NCc1ccco1)N1CCN(c2cccc(Cl)c2)CC1 | 18.4 | 4.5 | -3.5 | -2.2 | x | -35.4 | 1.3 | 0.1 | -4.6
24 | COC(=O)c1c(N)n(-c2ccc(NC(C)=O)cc2)c2nc3ccccc3nc12 | 28.5 | 73.9* | i | -10.0 | -1.2 | -9.3 | -1.9 | 2.1 | -20.4
25 | CSc1nnc2c(n1)OC(c1ccc(C(=O)O)cc1)N(C(C)=O)c1ccccc1-2 (stereo not given) | 0.9 | -7.4 | -7.2 | 0.4 | -5.2 | -17.4 | 2.7 | -17.4 | -13.2
26 | COc1ccc(-c2nc(C)sc2CC(=O)O)cc1 | -3.0 | 1.1 | 13.3 | -5.2 | -6.3 | -12.6[20 µM] | 1.9 | -4.3 | 1.9
27 | CN1CCN(C2=CC3=CC(=C(C#N)C#N)CCC3CC2)CC1 (stereo not given) | -27.3 | 88.4* | 46.1 | -7.1 | -79.7 | 0.2 | 2.6 | -52.9 | 2.6
28 | Cc1ccc(NC(=O)c2cc(S(=O)(=O)N3CCOCC3)ccc2F)c(C)c1 | -3.0 | -6.5 | -11.8 | -9.8 | -19.6 | -7.0 | 2.1 | 1.1 | 2.2
29 | C=C(C)CSc1nnc(-c2cccc(Cl)c2)n1N | -2.7 | -4.0 | -47.1 | -10.9 | -23.2 | -23.4 | -1.7 | -0.6 | -1.7
30 | O=C(O)CCCNC(=O)C(c1ccccc1)c1ccccc1 | 2.2&-0.2 | 1.0&0.5 | -4.6&0.9 | -3.5&2.4 | -1.6&3.2 | -25.8&-16.5 | 0.1&5.4 | -9.1&-7.1 | 0.1&0.8
31 | CCOC(=O)c1ccccc1NC(=O)c1cccc2c1C(=O)N(C1CCN(C(=O)OCC)CC1)C2 | -4.2 | -3.0 | -4.1 | -7.2 | 0.1 | -24.9 | 0.1 | 3.8 | -6.0
32 | COc1cc(OC)nc(NC(=S)NC(=O)c2ccccc2)n1 | 7.1 | -4.1 | -19.6 | -1.7 | -20.7 | -16.7 | 7.7 | -5.3 | -7.5
33 | COc1ccc(S(=O)(=O)N(CC(=O)NCc2ccco2)c2ccccc2)cc1OC | 1.6 | 0.5 | -6.2 | 0.5 | -7.6 | -20.8 | 6.3 | -8.5 | 5.2
34 | O=C(Cn1nnc(-c2ccccc2)n1)N/N=C/c1cccc([N+](=O)[O-])c1 | -1.5 | -0.1 | -2.2 | -4.2 | -3.9 | -18.1 | 3.4 | -3.8 | 1.6
35 | O=C(OCCCc1ccncc1)c1ccc(S(=O)(=O)N2CCOCC2)cc1 | -0.5 | -0.6 | -19.6 | 6.2 | -5.1 | -11.3 | 3.1 | -8.9 | -3.7
36 | CC(C)NC(=O)c1cc2ccccc2o1 | 0.0 | 1.5 | -15.4 | 6.0 | 6.3 | -19.9[20 µM] | 4.6 | -13.9 | -3.5
37 | COc1ccc(CC(=O)NCc2cccs2)cc1OC | 1.6 | 1.0 | -29.3 | -1.5 | 4.2 | -15.2[20 µM] | 0.5 | -11.9 | -0.5
38 | CC(SCc1ccccc1)C(=O)N/N=C/c1cccs1 (stereo not given) | 0.5 | -0.9 | 25.2 | -1.3 | -5.9 | 0.4 | 1.5 | -10.2 | 15.1
39 | COCCn1c(SCC(=O)Nc2nc3ccccc3s2)nnc1-c1ccoc1C | x | x | 3.7 | 0.9 | -4.0 | -9.9[20 µM] | -4.5 | -4.8 | -1.2
40 | Cc1cc(Cl)ccc1NC(=S)N1CCN(Cc2ccccc2)CC1 | -1.7 | -2.2 | 23.2 | -6.3 | -7.2 | -12.5 | -2.3 | -9.0 | -0.3
41 | NC(=O)C1CCN(C(=O)CN2CCc3ccccc32)CC1 | 1.8 | -0.6 | -20.8 | 3.3 | -10.3 | -21.0[20 µM] | 1.9 | -18.8 | -6.5
42 | O=C(O)c1ccc(Cn2cc(Cl)cn2)cc1 | 1.3 | 1.8 | 17.2 | -7.5 | 6.6 | -11.6 | -2.0 | 1.6 | -0.4
43 | CSc1ccc(/C=N/NC(=O)c2ccc(C)c(C)c2)cc1 | 0.4 | 0.1 | -17.4 | -7.2 | 10.4 | -8.3 | -6.3 | 28.6 | -14.1
44 | NS(=O)(=O)c1ccc(NC(=O)COC(=O)c2ccc(Cl)cc2[N+](=O)[O-])cc1 | -1.5 | -0.1 | -0.3 | -5.2 | -4.8 | -12.9 | 2.5 | -11.5 | -7.7
45 | COc1ccc(N=C2S/C(=C\c3cc(C)n(C)c3C)C(=O)N2CC(C)C)cc1 | -6.1 | -15.6 | -7.9 | -0.7 | -6.5 | -14.8[20 µM] | -1.2 | -13.3 | -12.1
46 | NCCc1c(C(=O)O)[nH]c2ccc([N+](=O)[O-])cc12 | 1.7 | -0.9 | -6.9 | 2.5 | -5.0 | -16.5 | 1.5 | -4.3 | -31.2
47 | NC(N)=NC(=O)c1nc(Cl)c(N)nc1N | 0.2 | -1.4 | -61.2 | -1.4 | -3.7 | -19.3 | -1.0 | -13.7 | -48.4

Compound activity deposited in PubChem BioAssay by several laboratories.

Compounds as they come (roughly 2.7% active in at least one column).
